From PubChem
NOD1 NF-kB reporter – inhibition of NOD1-driven NF-kB reporter – cell-based, luminescence, uHTS, primary screen (AID 1578). NOD1-driven NF-kB luciferase reporter cells, luminescence; higher % means a stronger effect. one-dose inhibition, % at 4 µM; EC50 in µM for titrated hits. 290,000 tested, 1% active; in the data active = inhibition mostly above about 36%, no sharp cut-off; inactive = mostly below about 34%;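 also: HEK-293T reporter cells stimulated with the NOD1 agonist gamma-tri-DAP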
GPR55 activation – GPR55 agonists via beta-arrestin recruitment, primary screen, imaging, U2OS cells, beta-arrestin-GFP redistribution (AID 1961); U2OS GPR55 beta-arrestin-GFP redistribution imaging; higher % means a stronger effect; activation, % at 10 µM; hits with a dose series show EC50 in µM; 290,000 tested, 0.048% active;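 active = activation above 40% with more than 50 cells counted in the well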;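 also: U2OS osteosarcoma cells stably expressing GPR55 and beta-arrestin-GFP; plate controls were DMSO negative control for no effect and LPI positive control for full effect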
KOR beta-arrestin-1 – kappa opioid receptor activators – cell-based, luminescence, uHTS, primary screen (AID 1777); 280,000 tested, 0.02% active; KOR beta-arrestin recruitment, luminescence; higher % means a stronger effect; activation, % at 10 µM, or EC50 in µM where a hit was titrated; in the data active = activation above about 50%, passing the limit was not always enough; also: a part of the inactive calls stands beside numbers as strong as those of hits
GPR35 arrestin U2OS – inhibition of zaprinast-stimulated GPR35 beta-arrestin translocation – imaging, U2OS, beta-arrestin-GFP, zaprinast agonist, primary screen (AID 2058); 290,000 tested, 0.052% active; U2OS GPR35 beta-arrestin-GFP translocation imaging, zaprinast antagonism; higher % means a stronger effect; inhibition, % at 10 µM, or IC50 in µM where a hit was titrated;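 active = inhibition of at least 50% with at least 30 cells and total cytoplasm GFP at most 10,000,000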
GPR55 LPI antagonism – GPR55 antagonists blocking LPI-driven arrestin recruitment, primary screen, imaging, U2OS, beta-arrestin-GFP, LPI agonist (AID 2013). inhibition, % at 10 µM, or IC50 in µM where a hit was titrated. U2OS GPR55 beta-arrestin-GFP translocation imaging, LPI antagonism; higher % means a stronger effect. 290,000 tested, 0.13% active;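 active = spots per cell inhibited over 60%, with over 100 cells counted and total cytoplasm intensity under 500,000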;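 also: U2OS cells stably carrying GPR55 and arrestin-GFP stimulated by 5 µM LPI near EC80; imaged beta-arrestin-GFP aggregate spots per cell after agonist stimulation; plate controls were LPI-stimulated DMSO wells for no effect and DMSO wells without LPI for full effect; some results filed as inactive read as strong as hits; confirmed hits need IC50 under 10 µM and bright autofluorescent wells are also inconclusive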
KOR beta-arrestin-2 – KOR antagonists, beta-arrestin recruitment, cell-based, luminescence, uHTS (AID 1778). KOR beta-arrestin recruitment, luminescence, antagonist mode; higher % means a stronger effect. one-dose inhibition, % at 10 µM; IC50 in µM for titrated hits. 290,000 tested, 0.091% active; in the data active = inhibition above about 50%; also: strong numbers were not always called active
HIV peptide binding – inhibitors of HIV fusion peptide binding, primary screen, biochemical, uHTS, fluorescence dequenching (AID 1986); cell-free peptide binding, fluorescence dequenching, 30 min; higher % means a stronger effect; inhibition, % at 20 µM; hits with a dose series show IC50 in µM; 290,000 tested, 0.3% active; in the data active = inhibition mostly above about 52%, no sharp cut-off; inactive = mostly below about 76%; also: some results filed as inactive read as strong as hits
West Nile antiviral – inhibition of WNV-induced cytopathic effect – cell-based, CPE readout (AID 1621); CPE inhibition, % at 10 µM, or IC50 in µM where a hit was titrated; 290,000 tested, 0.02% active; West Nile virus-infected cells, CPE inhibition; higher % means a stronger effect; in the data active = a potency from the dose series; also: strong numbers were not always called active
Dengue-2 NS5 capping – Dengue-2 NS5 methyltransferase inhibitors, primary screen, biochemical, confirmation dose response (AID 588689); Dengue-2 NS5 methyltransferase capping enzyme assay, biochemical; higher % means a stronger effect; 340,000 tested, 0.3% active; inhibition, % at 25 µM, or IC50 in µM where a hit was titrated; in the data active = a potency from the dose series
Dengue-2 NS5 capping pilot replicate – also measured in Dengue-2 NS5 capping; calls as there; inhibition, %; measured here: pilot screen replicate inhibition
The depositor's hits bear a star; . = no result given; & = joins results of further samples; [ ] = dose if it differs, or a comment. These rows are one share of the data; count on the stated rates, not on these rows.

SMILES	NOD1 NF-kB reporter	GPR55 activation	KOR beta-arrestin-1	GPR35 arrestin U2OS	GPR55 LPI antagonism	KOR beta-arrestin-2	HIV peptide binding	West Nile antiviral	Dengue-2 NS5 capping	others
O=C(CN1CCN(C2CCCCC2)CC1)NCCC1=CCCCC1	10%	-0.1%	14%	-3%	-4%	-7%	3.7%	-0.4%	-5%
Cc1nn(C)c(C)c1CN(C)C(=O)c1cnn2c1NC(c1ccccc1)CC2C(F)(F)F (centres undefined)	-2%	-0.2%	-4.7%	7%	6%	12%	-0.8%	0.0%	-1%
Cc1nc2c3cc(F)ccc3n(Cc3ccccc3F)c2s1	-35%	-0.2%	2.9%	4%	5%	-71%	4.9%	-0.9%	.
COc1ccc2c(c1OC)CN1CCc3cc4c(cc3[C@@H]1[C@@H]2O)OCO4	-14%	0.6%	0.4%	10%	12%	-7%	7.2%	-0.3%	12%
Cc1c(C(=O)C(=O)N2CCCc3ccccc32)c2ccccc2n1C	-19%	-0.2%	1.4%	12%	-8%	-3%	-1.3%	-0.7%	-1%
Cc1cccc(CN2C(=O)N/C(=C/c3cc(C)n(-c4ccccn4)c3C)C2=O)c1	-33%	-0.1%	0.0%	-5%	12%	-2%	2.9%	-0.1%	-7%
Cc1ccc(C(=O)COC(=O)c2cn3ccccc3n2)cc1	-2%	0.0%	-4.0%	-4%	-3%	28%	0.8%	0.0%	-12%
CSCC[C@H](NS(=O)(=O)c1ccc(C)cc1)C(=O)N1CCC(C(=O)N[C@@H](Cc2ccc(O)cc2)C(=O)O)CC1	-32%	1.1%	0.7%	-7%	4%	-35%[20 µM]	-0.2%	-0.1%	1%
COc1ccc(C(=O)c2coc3ccc(O)c(CN4CCCCC4)c23)cc1	9%	0.2%	0.2%	-8%	20%	-34%	-5.2%	-0.8%	5%
CCOc1ccc(S(=O)(=O)Nc2nc3ccc(OC)cc3s2)cc1	-12%	0.0%	-0.8%	-7%	4%	-43%	7.6%	0.0%	1%
CC(=O)c1ccc(NC(=O)CSc2nc(=O)cc(N)n2-c2ccccc2)cc1	-43%	-0.1%	1.0%	-5%	-14%	-41%[20 µM]	-2.9%	0.2%	-4%
CN(C)CCCNC(=O)COc1ccc(Br)cc1Cl	-31%	-0.2%	0.9%	6%	4%	-19%	1.6%	0.1%	-5%
COc1ccc(NC(=O)c2nc(S(=O)(=O)Cc3cccc(C)c3)ncc2Cl)c(OC)c1	40%	12%	0.3%	6%	5%	21%	5.6%	1.3%	-6%
CC(C)n1cc(-c2ccc(Cl)cc2)cc(C#N)c1=O	-2%	0.7%	-4.3%	-1%	6%	-38%	-1.0%	0.1%	-3%
COC(=O)CNC(=O)C(CCSC)NC(C)=O (centres undefined)	-23%	-0.1%	-1.8%	5%	13%	-25%	-1.2%	0.2%	-15%
Cc1cc(C(=O)OCC(=O)c2ccccc2)c2ccccc2n1	-1%	0.0%	-0.8%	-3%	-12%	-14%	1.4%	0.3%	-1%
CCN(CC)C(=O)C(C)N(C#N)c1nc(Cl)nc(N(C)C)n1 (centres undefined)	-13%	-0.3%	-1.5%	5%	4%	15%	1.0%	-0.3%	-13%
Cc1ccc(S(=O)(=O)N2CCN(C(=O)CCn3cncn3)CC2)cc1C	-13%	-0.1%	-2.9%	3%	10%	33%	2.3%	1.0%	-2%
O=c1[nH]cc([N+](=O)[O-])cc1Br	-14%	0.2%	2.3%	0%	5%	22%	-1.6%	-0.7%	-1%
CCOC(=O)CNC(=O)CN1C(=O)CC(c2ccccc2)S(=O)(=O)c2ccccc21 (centres undefined)	-23%	-0.6%	3.9%	14%	-20%	-49%	1.6%	0.0%	-4%
Cc1ccc(NC(=O)[C@H](C)NC(=O)C2CCN(C(=O)[C@@H](N)C(C)C)CC2)cc1	-4%	-0.2%	0.6%	-3%	6%	29%	-1.2%	0.1%	-5%
N#C/C(=C\c1cccc(O)c1)C(=O)Nc1ccc2c(c1)OCCO2	1%	-0.2%	2.4%	-3%	-29%	-90%	-0.8%	-0.5%	-17%
Cc1ccc(OCCn2c(=O)sc3ccccc32)cc1	-44%	-0.3%	-2.7%	8%	4%	-28%	1.8%	-0.5%	.
N#CC1=C(Nc2ccccc2Cl)SC(c2ccccc2O)NC1=O (centres undefined)	8%	0.0%	8.3%	10%	5%	9%	0.2%	0.7%	-11%

Looked up by structure from above, two records:
SMILES	NOD1 NF-kB reporter	GPR55 activation	KOR beta-arrestin-1	GPR35 arrestin U2OS	GPR55 LPI antagonism	KOR beta-arrestin-2	HIV peptide binding	West Nile antiviral	Dengue-2 NS5 capping	others
CCOc1ccc(S(=O)(=O)Nc2nc3ccc(OC)cc3s2)cc1	-12%	0.0%	-0.8%	-7%	4%	-43%	7.6%	0.0%	1%
CCN(CC)C(=O)C(C)N(C#N)c1nc(Cl)nc(N(C)C)n1 (centres undefined)	-13%	-0.3%	-1.5%	5%	4%	15%	1.0%	-0.3%	-13%

Next entries
SMILES	NOD1 NF-kB reporter	GPR55 activation	KOR beta-arrestin-1	GPR35 arrestin U2OS	GPR55 LPI antagonism	KOR beta-arrestin-2	HIV peptide binding	West Nile antiviral	Dengue-2 NS5 capping	others
Cc1ccnc(NS(=O)(=O)c2ccccc2)n1	-16%	-0.1%	-1.4%	4%	4%	33%	-0.8%	0.0%	-1%
CCC(C)(C)NC(=O)C(c1ccc(OC)cc1)N(C(=O)CCC(=O)Nc1cc(C)on1)c1ccccc1F (centres undefined)	-1%	0.0%	-6.1%	0%	-1%	-48%	0.0%	0.6%	-1%
O=[n+]1cc(-c2cc3ccccc3o2)n([O-])c2c1CCCC2	-9%	-0.2%	-0.7%	4%	8%	25%	-1.7%	-1.0%	-1%
Cn1c(CCNC(=O)OC(C)(C)C)n[nH]c1=S	15%	-0.1%	0.0%	-1%	-9%	12%	-0.2%	0.4%	0%
Cc1ccccc1C(=O)NC1CCN(CC(=O)Nc2ccc(N(C)C)cc2)CC1	-36%	-0.1%	-2.4%	-9%	7%	3%	0.5%	-0.2%	-5%
O=C(Nc1ccc(S(=O)(=O)N2CCCC2)cc1)C1CC(=O)N(c2ccccc2)C1 (centres undefined)	-43%	0.1%	3.0%	9%	1%	-36%	-0.7%	-0.5%	.
CC12CCC(=O)N1C(C(=O)NCCc1ccc(S(N)(=O)=O)cc1)CS2 (centres undefined)	-19%	0.3%	-2.7%	-10%	-1%	-18%	-0.1%	0.4%	0%
COc1ccccc1S(=O)(=O)Cc1ccc(C(=O)N2CCN(c3ccc(C)cc3)C(C)C2)o1 (centres undefined)	9%	-0.3%	-1.3%	32%	-11%	-23%	-1.6%	0.1%	1%
N#Cc1ccc(OCC(=O)OCCCOC(=O)COc2ccc(C#N)cc2)cc1	6%	0.7%	-1.4%	13%	-8%	34%	-1.6%	0.0%	-3%
C=CCn1c(CNC(=O)c2cccs2)nnc1SCc1ccc(Cl)cc1Cl	7%	0.0%	-3.8%	8%	-6%	19%	-1.9%	-1.8%	-3%
C=CCOc1c(CNc2cccc(C(=O)O)c2)cccc1OCC	-6%	-0.1%	2.5%	2%	-3%	-16%	1.4%	0.9%	-8%
CCOc1ccc(S(=O)(=O)N(C)c2ccc(OCC(=O)NCc3ccc(C(=O)OC)cc3)cc2)cc1	-23%	-0.6%	-3.5%	-9%	2%	-19%	-2.2%	0.0%	-8%
COc1cccc(C(=O)Nc2ccc3c(c2)OCO3)c1OC	-83%	0.3%	-3.5%	19%	-1%	-5%	-2.1%	-0.4%	-1%
Cn1c(CO)cnc1SCC(=O)c1ccc(F)cc1	-8%	0.0%	-1.0%	1%	8%	-11%	1.4%	-0.5%	-2%
CC(C)Oc1ccc(/C=N/NC(=O)c2ccc(N(Cc3ccccc3)S(C)(=O)=O)cc2)cc1	-28%	0.4%	3.7%	5%	-2%	-25%	-0.5%	-1.0%	-6%
O=C(COC(=O)c1ccccc1C(=O)N1CCN(c2ccccc2)CC1)Nc1ccccc1	-9%	0.1%	0.4%	-7%	10%	12%	1.1%	.	2%
CC(C)CC(NC(=O)/C(=C\c1ccco1)NC(=O)c1ccco1)C(=O)O (centres undefined)	-12%	0.6%	-3.8%	-7%	10%	1%	18%	-0.1%	15%
C[C@@H](C(=O)CC(=O)OC(C)(C)C)[C@@H](O)c1ccccc1	4%	-0.1%	-3.2%	7%	2%	-20%[20 µM]	-0.8%	-0.4%	-5%
O=C1SCC(c2ccccc2)=NN1Cc1ccccc1	-11%	-0.3%	5.9%	-3%	7%	15%	-2.0%	-0.9%	-4%
Fc1cccc(Nc2nc(N3CCOCC3)nc(N3CCOCC3)n2)c1	2%	-0.1%	.	0%	-6%	-9%[20 µM]	0.5%	-0.8%	-5%	Dengue-2 NS5 capping pilot replicate=2.1
O=C(Nc1ncc([N+](=O)[O-])s1)c1cccs1	-26%&-60%	0.3%&-0.1%	-1.1%&1.3%	7%&9%	-4%&5%	-18%[20 µM]	5.1%&1.7%	-1.0%&-0.9%	-1%&0%	Dengue-2 NS5 capping pilot replicate=-3.0
COc1ccc2nc(SCCOC(=O)Nc3ccc(Cl)cc3)nc(C)c2c1	38%	-0.3%	-0.5%	10%	-2%	-13%	-1.0%	-0.9%	0%
CCCCNC(=O)CSc1nc2ccc(N3CCOCC3)cc2c(=O)n1CCc1ccccc1	-21%	-0.1%	1.9%	4%	0%	7%	6.7%	0.0%	-3%
Cc1noc(/C=C/N(C)C)c1S(=O)(=O)N1CCN(c2ccccc2)CC1	-9%	0.4%	-2.5%	10%	2%	4%	2.0%	0.2%	-3%
Cc1c(C(=O)NCCCN2CCCC2=O)oc2ccc(S(=O)(=O)N3CCOCC3)cc12	-7%	-0.1%	8.3%	0%	-1%	-23%	2.2%	-0.1%	-6%
N#Cc1c(SCC(=O)Nc2cccc(C(F)(F)F)c2)sc2c(O)cc(=O)[nH]c12	-40%	0.3%	3.6%	1%	7%	-51%	35%	0.7%	-7%
O=C(OCC(=O)N1CCN(C(=O)COC(=O)c2ccncc2)CC1)c1ccncc1	-18%	0.7%	4.6%	-9%	-9%	-19%	-2.1%	-0.9%	-1%
CC(=O)[C@@]1(O)CC[C@H]2[C@@H]3CCC4=CC(=O)CC[C@]4(C)[C@H]3CC[C@@]21C	-26%	-0.1%	-1.6%	-17%	2%	-18%	2.0%	-0.2%	-3%
CCOC(=O)NC(C)N1C(=O)C2C3C=CC(C3)C2C1=O (centres undefined)	-14%	0.5%	-3.5%	-4%	8%	0%	2.4%	0.4%	-9%
Cc1cccc2cc3c(N)c(C(=O)N4CCCc5ccccc54)sc3nc12	24%	0.1%	6.0%	23%	-12%	-40%	11%	-0.5%	-12%
COc1cc([N+](=O)[O-])cc(/C=N/NC(=O)C(C)Nc2cccc3ccccc23)c1O (centres undefined)	-25%	0.3%	0.8%	14%	-4%	10%	47%	0.1%	7%
COc1ccc(N=Cc2nc(-c3ccccc3)oc2OC(C)=O)cc1	2%	-0.1%	1.8%	0%	11%	-1%	1.7%	0.2%	-15%
